# EZH2 inh: EZH2 (human) methyltransferase inhibition. PRC2 H3K27 methylation, DELFIA TRF, 1 h. inhibition, % at 12.5 µM. 57,000 tested, 0.35% active. Q15910;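 active = mean inhibition of replicates at least 50% and every single replicate also reaching 50%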;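 also: dimethyl H3K27 on biotinylated H3 21-44 peptide detected by antibody; plate controls were median neutral control wells for no effect and median positive control wells for full effect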
# IDH1 mut inh: blocks human IDH1 R132H reductase activity | O75874 | diaphorase/resazurin fluorescence, 60 min | inhibition, % at 10 µM | 70,000 tested, 0.18% active | AID 624101; in the data active = inhibition above about 34%;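 also: 0% = DMSO and 100% = no enzyme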
# Target sequence (O75874 whole entry R132H): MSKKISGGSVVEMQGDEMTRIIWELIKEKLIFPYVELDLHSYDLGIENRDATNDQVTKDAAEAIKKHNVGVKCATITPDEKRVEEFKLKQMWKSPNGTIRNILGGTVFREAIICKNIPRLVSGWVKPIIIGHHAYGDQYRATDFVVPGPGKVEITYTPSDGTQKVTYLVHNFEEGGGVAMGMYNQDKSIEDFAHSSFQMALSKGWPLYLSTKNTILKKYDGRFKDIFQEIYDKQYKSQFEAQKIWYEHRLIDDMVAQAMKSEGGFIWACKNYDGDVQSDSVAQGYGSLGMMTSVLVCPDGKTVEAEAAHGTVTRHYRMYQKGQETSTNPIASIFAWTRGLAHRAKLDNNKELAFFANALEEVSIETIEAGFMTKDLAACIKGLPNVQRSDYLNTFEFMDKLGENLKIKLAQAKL
# The depositor's hits bear a star; . = not tested or not shown. The list is partial (hit frequency here may not be typical).
# Every second line gives: EZH2 inh | IDH1 mut inh
> CCOC(=O)C1=C(C)Nc2ncnn2C1c1ccccn1 (centres undefined)
  -7 | 0.1
> COc1ccc2[nH]c(=O)c(CN(C)S(C)(=O)=O)cc2c1
  -11 | 0.2
> CN(C)c1ccc2c(c1)[C@@H]1C[C@@H](CC(=O)NCc3ccccc3)O[C@H](CO)[C@@H]1O2
  -16 | -3.4
> O=C(OCC1OC(Oc2ccc(O)cc2COC(=O)C2(O)C(O)CCC(O)C2O)C(O)C(O)C1O)c1ccccc1 (centres undefined)
  . | 3.6
> COCc1cn(CC[C@@H]2CC[C@H](NC(=O)Nc3ccc4c(c3)OCO4)[C@@H](CO)O2)nn1
  18 | 0.1
> CCCN(C)C[C@H]1Oc2cc(C#Cc3ccncc3)ccc2S(=O)(=O)N([C@H](C)CO)C[C@H]1C
  -16 | 0.1
> COc1ccc(S(=O)(=O)Nc2ccc3c(c2)CC(=O)N([C@H](C)CO)C[C@@H](C)[C@H](CN(C)S(=O)(=O)c2cn(C)cn2)O3)cc1
  . | -7.3
> N[C@H]1CC[C@H](CCn2cc(-c3cccc(F)c3)nn2)O[C@@H]1CO
  -1 | -0.2
> CO[C@H]1CN(C)C(=O)c2cc(NC(C)=O)ccc2OC[C@@H](C)N(Cc2cncnc2)C[C@H]1C
  0 | 0.3
> Cc1ccc(S(=O)(=O)Nc2cccc3c2O[C@@H](CN(C)C)[C@@H](C)CN([C@@H](C)CO)C3=O)cc1
  -1 | .
> C[C@@H]1CN([C@@H](C)CO)C(=O)Cc2cc(NC(=O)CCCCCC(=O)Nc3ccccc3N)ccc2O[C@H]1CN(C)Cc1ccncc1
  . | -0.2
> O=C(NCc1cccnc1)c1cc2nc(-c3cccs3)cc(C(F)(F)Cl)n2n1
  -9 | -0.4
> CC(C)NC(=O)[C@@]1(Cc2ccccc2I)c2ccccc2C(=O)N(Cc2ccccc2C(F)(F)F)[C@H]1c1ccc(CO)cc1
  -11 | .
> O=C(COc1ccc([N+](=O)[O-])cc1)Nc1ccc(NC(=O)c2ccccc2)cc1
  24 | 0.9
> Cc1cc(C(=O)Nc2cccc3c2O[C@@H](CN(C)Cc2ccc(-c4ccccc4)cc2)[C@H](C)CN([C@H](C)CO)C3=O)n(C)n1
  -2 | -0.2
> O=C(N[C@@H]1CC[C@@H](CCNS(=O)(=O)c2ccc(F)cc2)O[C@H]1CO)c1cnccn1
  1 | -0.1
> CO[C@H]1CN(C)C(=O)c2cc(NC(=O)NC3CCCCC3)ccc2OC[C@H](C)N(C)C[C@H]1C
  0 | 0.2
> COCC(=O)Nc1ccc2c(c1)[C@@H]1C[C@@H](CC(=O)NCCc3ccccc3)O[C@@H](CO)[C@@H]1O2
  -4 | -2.0
> COc1ccccc1OCC(=O)Nc1cccc(C(=O)N2CCOCC2)c1
  -35 | -0.1
> O=C(Cn1cc(CO)c2ccccc21)Nc1ccccc1
  5 | -0.1

# Exported as tab-separated lines: entries from further up.
Compound	EZH2 inh	IDH1 mut inh
CN(C)c1ccc2c(c1)[C@@H]1C[C@@H](CC(=O)NCc3ccccc3)O[C@H](CO)[C@@H]1O2	-16	-3.4
O=C(N[C@@H]1CC[C@@H](CCNS(=O)(=O)c2ccc(F)cc2)O[C@H]1CO)c1cnccn1	1	-0.1

# Other structures follow.
# Every second line gives: EZH2 inh | IDH1 mut inh
> C[C@H]1CN([C@@H](C)CO)C(=O)c2cccc(NS(=O)(=O)c3cccs3)c2O[C@@H]1CN(C)Cc1ccc(C(=O)Nc2ccccc2N)cc1
  -17 | .
> C[C@H]1CN([C@@H](C)CO)S(=O)(=O)c2ccc(Br)cc2O[C@@H]1CN(C)C(=O)Nc1ccc2c(c1)OCO2
  -9 | .
> COc1ccc(C#Cc2ccc3c(c2)O[C@H](CN(C)C(=O)Nc2cccc(OC)c2)[C@@H](C)CN([C@@H](C)CO)S3(=O)=O)cc1
  -25 | 0.6
> COc1ccc(C(=O)Nc2ccc3c(c2)C(=O)N(C)C[C@@H](OC)[C@H](C)CN(C)[C@@H](C)CO3)cc1
  3 | 0.3
> CO[C@@H]1CN(C)C(=O)c2ccc(NC(=O)NC(C)C)cc2OC[C@H](C)N(CC2CC2)C[C@H]1C
  -4 | -0.5
> C[C@H](CO)N1C[C@H](C)[C@H](CN(C)S(C)(=O)=O)Oc2ccc(NC(=O)CCCCCC(=O)Nc3ccccc3N)cc2C1=O
  4 | -0.4
> Cc1cc(C(=O)CSc2nnc3sc4ccccc4n23)c(C)n1Cc1ccccc1
  22 | -0.7
> COc1ccc2[nH]c3c(OC)ncnc3c2c1
  10 | -1.5
> C[C@@H](NC(=O)C[C@@H]1C=C[C@@H](NC(=O)C2CCOCC2)[C@@H](CO)O1)c1ccccc1
  0 | 0.0
> C[C@@H]1CN([C@@H](C)CO)C(=O)Cc2cc(NC(=O)Nc3cccc4ccccc34)ccc2O[C@H]1CN(C)Cc1ccc(C(F)(F)F)cc1
  . | 1.3

# The closing four entries of the section above come first, to join the parts.
# Every second line gives: EZH2 inh | IDH1 mut inh
> Cc1cc(C(=O)CSc2nnc3sc4ccccc4n23)c(C)n1Cc1ccccc1
  22 | -0.7
> COc1ccc2[nH]c3c(OC)ncnc3c2c1
  10 | -1.5
> C[C@@H](NC(=O)C[C@@H]1C=C[C@@H](NC(=O)C2CCOCC2)[C@@H](CO)O1)c1ccccc1
  0 | 0.0
> C[C@@H]1CN([C@@H](C)CO)C(=O)Cc2cc(NC(=O)Nc3cccc4ccccc34)ccc2O[C@H]1CN(C)Cc1ccc(C(F)(F)F)cc1
  . | 1.3
> NC(=O)NCC#Cc1ccc2c(c1)[C@]1(C(=O)N2)[C@H](C(=O)N2CCCCCCC2)[C@H]2C(=O)O[C@H](c3ccccc3)[C@H](c3ccccc3)N2[C@@H]1c1ccc(O)cc1
  -36 | .
> CC1CC(=O)C2C(O)(C1)CC(O)C13OC21C(=O)c1cccc(O)c1C3O (centres undefined)
  -9 | -0.1
> CCCNC(=O)C[C@@H]1C[C@H]2c3cc(NC(=O)Nc4ccccc4)ccc3O[C@H]2[C@@H](CO)O1
  -20 | -0.1
> C[C@H](CO)N1C[C@H](C)[C@H](CN(C)C(=O)c2ccncc2)OCCCC[C@H](C)Oc2ccc(NC(=O)Cc3ccccc3)cc2C1=O
  . | -2.2
> C[C@@H]1CN([C@H](C)CO)C(=O)c2cc(NS(=O)(=O)c3ccccc3)ccc2O[C@@H](C)CCCCO[C@@H]1CN(C)S(=O)(=O)c1ccccc1
  . | -2.6
> C[C@@H]1CN([C@H](C)CO)C(=O)c2cccc(NC(=O)c3cnccn3)c2O[C@@H]1CN(C)CC1CC1
  . | 4.3
> COc1ccc(CN(C)C[C@@H]2Oc3ccc(NC(=O)NC(C)C)cc3C(=O)N([C@H](C)CO)C[C@@H]2C)cc1
  -2 | 0.2
> CC(=O)N(C)C[C@H]1Oc2cc(C#Cc3ccccc3F)ccc2S(=O)(=O)N([C@@H](C)CO)C[C@@H]1C
  -8 | -0.1
> Cc1ccnc(NC(c2cccc(F)c2)c2ccc3ccc(C)nc3c2O)c1 (centres undefined)
  4 | 0.3
> C[C@H](CO)N1C[C@H](C)[C@@H](CN(C)Cc2ccccc2F)Oc2ncc(/C=C/c3ccccc3)cc2C1=O
  . | -0.3
> CO[C@@H]1CN(C)C(=O)c2cc(NC(=O)NC3CCCCC3)ccc2OC[C@@H](C)N(CC2CCOCC2)C[C@H]1C
  -5 | 0.0
> C[C@H](CO)N1C[C@H](C)[C@H](CN(C)C(=O)NC2CCCC2)Oc2ncc(-c3cccc(C(F)(F)F)c3)cc2C1=O
  . | -2.5
> NC(=Nc1ccccc1)NC(=O)c1nc(Cl)c(N)nc1N
  -20 | -0.5
> C[C@H]1CN([C@@H](C)CO)C(=O)c2cc(NC(=O)Nc3ccc(C(F)(F)F)cc3)ccc2O[C@@H]1CN(C)Cc1ccc(C(F)(F)F)cc1
  . | 0.9
> CS(=O)(=O)Nc1ccc2c(c1)[C@H]1C[C@H](CC(=O)NCC(F)(F)F)O[C@H](CO)[C@H]1O2
  2 | 0.0
> O=C(C[C@H]1C[C@H]2c3cc(NC(=O)C4CCC4)ccc3O[C@H]2[C@@H](CO)O1)NCc1cccnc1
  -10 | -0.1
> CO[C@H]1CN(C)C(=O)c2ccc(NC(=O)Nc3ccccc3F)cc2OC[C@H](C)NC[C@@H]1C
  2 | 0.3
> Cc1cccc(-c2noc(CN(C(C)C)S(=O)(=O)c3ccc([N+](=O)[O-])cc3)n2)c1
  11 | 0.0
> O=C(CSc1nnc(-c2ccccc2)n1-c1ccccc1)Nc1cccc(Br)c1
  . | 0.1
> CCCN(C)C[C@H]1Oc2cc(C#Cc3cccc(OC)c3)ccc2S(=O)(=O)N([C@H](C)CO)C[C@H]1C
  -14 | -1.5
> COc1cccc(-c2cnc3c(c2)C(=O)N([C@@H](C)CO)C[C@@H](C)[C@@H](CN(C)Cc2ccccc2)O3)c1
  -4 | -4.1
> Cc1cc(Oc2ccccc2)nc(SCCOc2ccccc2)n1
  52* | -0.1
> COc1ccc(S(=O)(=O)N(C)C[C@H]2Oc3c(NC(=O)C4CCOCC4)cccc3C(=O)N([C@H](C)CO)C[C@H]2C)cc1
  . | 0.0
> Cn1c(NCc2cc(Br)ccc2O)nc2ccccc21
  -3 | 0.2
> CCCNC(=O)N(C)C[C@@H]1Oc2ncc(C#C[C@@H](C)O)cc2C(=O)N([C@H](C)CO)C[C@@H]1C
  -15 | -0.4
> C[C@@H]1CN([C@@H](C)CO)C(=O)c2cc(NS(=O)(=O)c3ccc(Cl)cc3)ccc2O[C@H]1CN(C)CC1CCCCC1
  9 | -1.5
> C[C@H]1CCCCO[C@H](CN(C)C(=O)c2ccncc2)[C@@H](C)CN([C@@H](C)CO)C(=O)c2cc(NS(=O)(=O)c3ccccc3)ccc2O1
  . | 3.3
> C[C@]1(CO)CCC[C@]2(C)C3=C(C[C@@H](O)C12)C(=O)OC3 (some centres undefined)
  . | 0.3
> C[C@@H]1CN([C@H](C)CO)S(=O)(=O)c2ccc(-c3cccnc3)cc2O[C@@H]1CN(C)CC1CCOCC1
  -3 | .
> C[C@@H]1CN([C@H](C)CO)C(=O)c2cc(-c3ccccc3F)cnc2O[C@@H]1CN(C)C(=O)C1CCCCC1
  -6 | -3.8

# Looked up above:
# C[C@H]1CCCCO[C@H](CN(C)C(=O)c2ccncc2)[C@@H](C)CN([C@@H](C)CO)C(=O)c2cc(NS(=O)(=O)c3ccccc3)ccc2O1 – IDH1 mut inh = 3.3
# Cc1cc(Oc2ccccc2)nc(SCCOc2ccccc2)n1 – IDH1 mut inh = -0.1

# The listing picks up, repeating the 2 entries before the break.
# Every second line gives: EZH2 inh | IDH1 mut inh
> C[C@@H]1CN([C@H](C)CO)S(=O)(=O)c2ccc(-c3cccnc3)cc2O[C@@H]1CN(C)CC1CCOCC1
  -3 | .
> C[C@@H]1CN([C@H](C)CO)C(=O)c2cc(-c3ccccc3F)cnc2O[C@@H]1CN(C)C(=O)C1CCCCC1
  -6 | -3.8
> O=S(=O)(N[C@H]1CC[C@@H](CCn2cc(-c3cccnc3)nn2)O[C@H]1CO)c1ccccc1
  0 | -0.3
> C[C@@H]1CN([C@H](C)CO)C(=O)c2cc(C3=CCCC3)cnc2O[C@@H]1CN(C)C(=O)Nc1cccc(F)c1
  1 | -8.8
> C[C@H](CO)N1C[C@H](C)[C@@H](CN(C)S(=O)(=O)c2ccccc2)Oc2ccc(NC(=O)c3ccncc3)cc2C1=O
  8 | .
> C[C@@H]1CN([C@@H](C)CO)C(=O)c2c(c3ccccc3n2C)-c2ccccc2CO[C@@H]1CN(C)S(C)(=O)=O
  -14 | 0.8
> C[C@@H]1CN([C@H](C)CO)C(=O)Cc2cc(NC(=O)Cc3cn(C)c4ccccc34)ccc2O[C@H]1CN(C)C(=O)NC1CCCCC1
  -10 | -28
> O=C(C[C@@H]1C[C@H]2c3cc(NC(=O)c4ccc5c(c4)OCO5)ccc3O[C@H]2[C@@H](CO)O1)NCc1ccccn1
  -3 | -0.2
> C[C@@H]1CN([C@@H](C)CO)S(=O)(=O)c2ccc(C#CC3CC3)cc2O[C@H]1CN(C)Cc1ccccc1
  29 | 0.7
> C[C@H](CO)N1C[C@H](C)[C@H](CN(C)C(=O)Nc2cccc3ccccc23)OCCCC[C@H](C)Oc2ccc(N(C)C)cc2C1=O
  -4 | -0.1
> C[C@@H]1CN([C@H](C)CO)C(=O)c2cc(C#CC3CCCC3)cnc2O[C@H]1CN(C)C(=O)C1CCCCC1
  . | -0.9
> C[C@@H]1CN([C@@H](C)CO)C(=O)c2cc(NC(=O)CCN3CCOCC3)ccc2O[C@H]1CN(C)S(=O)(=O)c1ccc(F)cc1
  -10 | 2.8
> O=C(C[C@@H]1CC[C@H](NC(=O)c2cccc(F)c2)[C@@H](CO)O1)Nc1nccs1
  4 | -0.3
> C[C@H](CO)N1C[C@H](C)[C@@H](CN(C)C(=O)CN(C)C)Oc2cc(C#Cc3ccccc3)ccc2S1(=O)=O
  . | 0.2
> C[C@@H]1CN([C@H](C)CO)C(=O)Cc2cc(NC(=O)c3ccncc3)ccc2O[C@H]1CN(C)Cc1ccc(-c2ccccc2)cc1
  -54 | 1.3
> O=C(CCSc1nc(-c2ccccc2)cs1)Nc1ccccc1
  30 | 0.2
> Nc1c(C(=O)NCc2ccccc2)c2nc3ccccc3nc2n1CCO
  . | 0.9
> C[C@H]1CN([C@@H](C)CO)C(=O)c2cc(NC(=O)CCN3CCOCC3)ccc2O[C@H]1CN(C)Cc1ccncc1
  -2 | .
> COc1ccc(S(=O)(=O)N(C)C[C@H]2OCc3cnnn3CCCC(=O)N([C@H](C)CO)C[C@@H]2C)cc1
  3 | 10.0
> Cc1nc2nc[nH]n2c(=O)c1NS(=O)(=O)c1ccc(C2CCCCC2)cc1
  2 | 0.6
> COc1ccc(NC(=O)N(C)C[C@H]2Oc3ccc(NC(=O)NC(C)C)cc3C(=O)N([C@H](C)CO)C[C@H]2C)cc1
  . | 0.1
> CO[C@@H]1CN(C)C(=O)c2cc(NC(C)=O)ccc2OC[C@H](C)N(CC2CCCCC2)C[C@H]1C
  -8 | .
> CCOc1ccc2nc(SCC(=O)O)nc(C)c2c1
  3 | -0.3
> O=C(Cc1ccccc1)N[C@@H]1CC[C@H](CC(=O)N2CCOCC2)O[C@H]1CO
  -9 | -1.0

# High-throughput results deposited in PubChem BioAssay by Broad Institute.
